Rac1 wt modul – human Rac1 wildtype GTP binding, inhibitors and activators | GTP binding activity (% of control), % at 10 µM | 0.27% of 190,000 active | P63000 | GST-Rac1 beads, fluorescent GTP binding, flow cytometry; actives lie on both sides; 0 = cold GTP competed, 100 = untreated;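 active = GTP binding activity at least 20 points away from the 100% control level, either lower or higher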
Mcl1 Noxa PPI – disrupts binding of human Mcl-1 to Noxa peptide; AID 1022; 1.5% of 220,000 active; TR-FRET Mcl-1/Noxa peptide binding, 2 h; Q07820; inhibition, % at 21.7 µM;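 active = compounds that cut the protein-peptide binding signal by more than 50% relative to plate controls in a single-dose test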;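 note: His-tagged Mcl-1 with rhodamine Noxa BH3 peptide and terbium anti-His antibody; 0% = Mcl-1 plus Noxa peptide wells and 100% = peptide-only wells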
Target sequence (Q07820 whole entry, looked up): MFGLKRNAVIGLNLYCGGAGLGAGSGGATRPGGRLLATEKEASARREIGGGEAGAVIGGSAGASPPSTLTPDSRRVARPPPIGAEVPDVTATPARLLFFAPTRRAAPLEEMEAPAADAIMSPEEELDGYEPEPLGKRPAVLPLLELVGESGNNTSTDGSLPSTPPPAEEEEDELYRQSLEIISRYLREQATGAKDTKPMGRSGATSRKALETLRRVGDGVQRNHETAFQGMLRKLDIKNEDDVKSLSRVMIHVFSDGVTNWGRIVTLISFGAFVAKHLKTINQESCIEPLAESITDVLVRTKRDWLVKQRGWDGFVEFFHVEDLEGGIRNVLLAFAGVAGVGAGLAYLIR
Rab2A wt mod – changes GTP binding to wildtype dog Rab2A, up or down. GST-Rab2 wt beads, Bodipy-GTP binding, flow cytometry. 0.19% of 190,000 active. AID 760. P61105. GTP binding activity, % at 10 µM;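 active = GTP binding activity at least 20 points away from 100%, either lowered or raised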;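 note: 0% = beads with excess unlabeled GTP and 100% = no-compound control corrected for plate trend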
ABCG2 inh – inhibitors of human ABCG2 transporter, ABCB1 counter-screen. Q9UNQ0. IgMXP3 cells, JC-1 efflux, flow cytometry. inhibition, % at 6.6 µM. 0.1% of 190,000 active;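 active = inhibition above 80%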;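 note: 0% = DMSO and 100% = nicardipine control wells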
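Test system: IgMXP3 (ABCG2) plus far-red-tagged CCRF-Adr (ABCB1) cells. Reagent: JC-1 dye as substrate. Timing: 10 min exposure at 25 °C with rotation, no wash. Measured by: flow cytometric JC-1 green MFI at 530 nm. Read-out: percent efflux inhibition, scaled nicardipine 100% to DMSO 0%. Control set: nicardipine and DMSO wells.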
Rac1 act GTP bind – human Rac1 activated mutant GTP binding change | P63000 | GST-Rac1 activated beads, fluorescent GTP binding, flow cytometry; actives lie on both sides; 100% means binding = to untreated wells | percent activity (GTP binding), % at 10 µM | 0.11% of 190,000 active | AID 764;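 active = GTP binding at least 20 percentage points away from the 100% baseline, in either direction, so actives lie on both sides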
HRas wt GTP bind – changes GTP binding to wildtype human HRas. GST-Ras wt beads, Bodipy-FL-GTP binding, flow cytometry; actives lie on both sides. 0.14% of 190,000 active. P01112. GTP binding activity, % at 10 µM;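 active = GTP binding activity at least 20% away from the 100% baseline, either lowered as inhibitor or raised as activator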;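 note: 0% = unlabeled GTP competition control and 100% = no-compound control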
Target sequence (P01112 whole entry, looked up): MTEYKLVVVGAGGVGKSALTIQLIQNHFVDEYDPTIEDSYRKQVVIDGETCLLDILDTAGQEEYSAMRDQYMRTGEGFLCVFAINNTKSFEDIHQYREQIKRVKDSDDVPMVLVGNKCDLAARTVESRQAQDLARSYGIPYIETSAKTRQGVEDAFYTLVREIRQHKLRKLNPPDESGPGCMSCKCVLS
Rab7 wt modul – modulators of GTP binding to dog Rab7 wildtype GTPase. GST-Rab7 beads, fluorescent GTP binding, flow cytometry; actives lie on both sides; untreated = 100%, excess cold GTP = 0%. GTP binding activity (percent of control), % at 10 µM. 0.055% of 190,000 active. AID 758;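 active = fluorescent GTP binding to Rab7 beads changed by at least 20 points from the 100% baseline, either direction, mostly lower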;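 note: median green fluorescence of bound Bodipy-FL-GTP per Rab7 bead population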
Avidin bead fluor – compound fluoresces at 488/530 nm on avidin beads. compound fluorescence 488/530 nm, flow cytometry; hits give high values. fluorescence (KMESF) at 10 µM. 0.38% of 220,000 active. AID 1775; in the data active = fluorescence above about 47; note: inactives centre near 10
Pf gamet viab – P. falciparum stage V gametocyte viability inhibition. inhibition, % at 10.9 µM. P. falciparum stage V gametocytes, ATP luminescence, 24 h. 0.065% of 150,000 active;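 active = inhibition above the mean plus 3 SD of compounds within the control limits, set per campaign, cut at about 38% in these data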;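 note: 0% = DMSO wells and 100% = medium only without gametocytes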
Cdc42 wt – human Cdc42 wildtype GTP binding change, either direction | P60953 | GST-Cdc42 beads, Bodipy-GTP binding, flow cytometry; actives lie on both sides | percent activity (GTP binding), % at 10 µM | 0.2% of 190,000 active;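 active = percent activity GTP binding at least 20 points away from the 100% baseline, either down as inhibitor or up as activator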;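 note: median bead fluorescence of bound Bodipy-FL-GTP at 100 nM; 0% = excess unlabeled GTP control and 100% = no compound control; below 100% means less GTP binding so inhibitor and above means activator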
Target sequence (P60953 whole entry, looked up): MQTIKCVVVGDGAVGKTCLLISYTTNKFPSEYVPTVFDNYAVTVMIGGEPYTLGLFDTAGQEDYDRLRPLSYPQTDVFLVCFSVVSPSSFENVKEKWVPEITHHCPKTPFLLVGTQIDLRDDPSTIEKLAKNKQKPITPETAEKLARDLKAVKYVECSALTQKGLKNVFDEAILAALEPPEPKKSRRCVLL
ABCB1 inh – human ABCB1 inhibition, ABCG2 as counter-screen; AID 1326; 0.067% of 190,000 active; inhibition, % at 6.6 µM; P08183; CCRF-Adr cells, JC-1 efflux, flow cytometry; in the data active = inhibition above about 40%;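 note: 0% = vehicle and 100% = reference inhibitor; higher value means more JC-1 retained so stronger ABCB1 efflux block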
Numbers without * were called inactive; . = no result given.

Below each compound – Rac1 wt modul	Mcl1 Noxa PPI	Rab2A wt mod	ABCG2 inh	Rac1 act GTP bind	HRas wt GTP bind	Rab7 wt modul	Avidin bead fluor	Pf gamet viab	Cdc42 wt	ABCB1 inh
O=C(NCCCc1nc2ccccc2[nH]1)c1cccs1
 : 103	-3	101	2	100	101	101	8	.	97	0.2
O=c1cc(CSc2nnnn2-c2ccccc2)nc(Nc2ccc(F)cc2)[nH]1
 : 100	-57	96	1	99	98	98	4	0	100	0.0
CN1CCN(C(=O)C2C3C=CC(C3)C2C(=O)O)CC1 (stereo not given)
 : 99	3	100	4	98	103	102	11	.	101	0.5
Cc1cccc(N(C2C=CS(=O)(=O)C2)S(=O)(=O)c2ccccc2)c1 (stereo not given)
 : 108	2	103	12	98	102	101	13	.	106	0.3
COCCN(Cc1ccccc1)P(=O)(O)c1ccccc1OCC(=O)O
 : 90	5	88	0	89	90	94	26	.	88	0.2
CCc1ccc(O)c(N=Cc2ccccc2O)c1
 : 100	2	102	-1	99	99	101	10	.	99	0.5
O=C(c1ccccc1)c1nn(-c2cccc(Cl)c2)c2nc(-c3ccccc3)cc(=O)n12
 : 100	-8	105	3	96	106	107	18	.	102	0.5
Fc1ccccc1C1CCN(Cc2nc(CC3CC3)no2)C1 (stereo not given)
 : 98	-2	98	2	94	98	100	6	-4	95	0.0
Cc1[nH]c2ccccc2c1/C=N/Nc1ccc(F)cc1F
 : 105	6	103	-7	100	102	102	10	.	100	-0.9
Cc1ccc(N=Nc2c(C)[nH][nH]c2=O)c(C)c1
 : 106	18	102	3	98	103	100	15	7	105	0.9
CCO[C@H]1OC(C(N)=O)=C[C@@H](c2csc3ccccc23)[C@@H]1CCCO
 : 98	0	99	1	97	97	103	5	.	96	0.5
COCC(=O)Nc1nnc(C2CCCCC2)s1
 : 101	23	99	9	99	97	103	44	-10	99	2.2
COc1ccc(NS(=O)(=O)c2ccc(NC(=S)NC(=O)/C=C/c3ccc(C)cc3)cc2)nn1
 : 91	30	87	0	92	93	97	2	.	88	0.0
CC(C)(C)c1ccc(C(=O)NC(=S)Nc2sc3c(c2C#N)CCC3)cc1
 : 98	18	96	-1	97	96	95	4	.	96	-0.3
Cc1c(NC(=O)CCCOc2ccccc2)cccc1[N+](=O)[O-]
 : 103	-8	101	1	100	102	103	17	-2	103	0.4
CNc1nc(Cl)c(SC)c(NC2CCCCC2)n1
 : 98	6	95	0	94	95	99	9	-5	91	-0.1
CN(C)S(=O)(=O)c1cc([N+](=O)[O-])ccc1N1CCCCCC1
 : 96	.	98	2	96	95	91	10	.	97	0.6
NC(=O)COC(=O)CCCSc1nc2ccccc2s1
 : 95	-2	96	0	95	97	96	14	-3	98	0.1
CN(Cc1ccco1)C(=O)c1c[nH]c2ccc(S(=O)(=O)Nc3ccc4c(c3)OCCO4)cc2c1=O
 : 108	16	99	0	98	98	96	7	-6	98	0.6
Cc1ccc(-c2nnn(CC(=O)N(Cc3ccccc3)C(C(=O)NC3CCCC3)c3ccncc3)n2)o1 (stereo not given)
 : 99	13	97	14	97	99	96	4	.	98	1.4
COc1ccc(/C=N/NC(=O)C(=O)NCC2CCCO2)cc1 (stereo not given)
 : 101	-3	101	5	103	100	101	5	-8	97	0.2
COc1ccc(C)cc1NC(=O)NNC(=O)C1CCC(C(C)(C)C)CC1 (stereo not given)
 : 88	-1	96	3	89	93	101	7	29	90	-0.2
CC12CN3CC(C)(CN(C1)C3c1ccc3ccccc3c1O)C2=O (stereo not given)
 : 99	15	99	-1	97	100	99	7	15	101	-0.6
CCCSc1nc2sc3c(c2c(=O)[nH]1)CCN(Cc1ccccc1)C3
 : 102	30	103	18	100	99	103	12	.	102	-0.3
Cn1cnnc1SCC(=O)NNC(=O)c1ccc(Cl)cc1
 : 101	25	100	-2	98	99	97	4	-2	101	2.1
O=c1[nH]c2ccc(N/C(=N/S(=O)(=O)c3ccccc3)c3ccccc3)cc2[nH]1
 : 101	20	94	-12	100	97	98	17	.	102	-1.2
CCOc1nc(Nc2ccc(F)cc2)nc(N2CCN(c3ccc(OC)cc3)CC2)n1
 : 106	9	101	43	99	99	102	12	8	101	3.3
COc1ccc(OC)c(C2=C[N+](=O)C(C)(C)C(C)(C)N2[O-])c1
 : 112	5	107	1	102	106	105	13	-20	110	0.3
O=C(NC(Cc1c[nH]c2ccccc12)C(=O)Nc1ccc(OC(F)(F)F)cc1)c1cccs1 (stereo not given)
 : 104	5	101	23	100	101	100	18	21	101	3.0
O=c1[nH]c(N2CCN(Cc3ccc4c(c3)OCO4)CC2)nc2c1CCCC2
 : 97	4	95	9	94	95	97	11	-7	92	0.3
CN1CCc2nc(SCC(=O)Nc3ccc(Cl)cc3)c(C#N)cc2C1
 : 104	43	97	36	95	100	99	25	-1	101	1.5
Cc1ccc(Cn2ccc(NC(=O)c3cc(-c4ccc(F)cc4)on3)n2)cc1
 : 105	-2	104	-1	99	102	98	25	5	103	1.7
O=C(CN1CCN(c2ccccc2)CC1)Nc1ccc(Oc2ccccc2)cc1
 : 101	-1	95	3	93	96	100	15	.	96	-0.8
CCNc1nc(Oc2ccc(=O)n(-c3ccccc3)n2)nc(N2CCOCC2)n1
 : 104	6	103	1	100	103	103	6	.	102	0.1
CCN(CC)CC(=O)c1c[nH]c2ccc(OC)cc12
 : 103	24	104	0	99	102	97	11	.	103	-0.1
COCCCNC(=O)Cn1cc(/C=C(\C#N)C(=O)N2CCN(c3ccccc3)CC2)c2ccccc21
 : 98	33	97	11	97	98	95	1	-2	96	15
NC(=O)C1CNc2ccccc2O1 (stereo not given)
 : 105	-3	101	-3	99	105	101	11	3	104	-1.5
COC(=O)c1ccc(CNC(=O)c2ccc(COc3ccccc3)cc2)cc1
 : 99	18	98	16	99	99	99	12	6	103	0.3
O=[N+]([O-])c1ccc(Cl)c(/C=N/N2CCN(C3c4ccccc4-c4ccccc43)CC2)c1
 : 97	8	97	4	95	96	97	7	-1	96	0.9
COc1ccc(-n2nnc3c(=O)n(Cc4cccc(C)c4)cnc32)cc1
 : 100	5	97	1	96	97	101	7	9	96	0.1

Profiles, quoted from the list. Order of screens: Rac1 wt modul	Mcl1 Noxa PPI	Rab2A wt mod	ABCG2 inh	Rac1 act GTP bind	HRas wt GTP bind	Rab7 wt modul	Avidin bead fluor	Pf gamet viab	Cdc42 wt	ABCB1 inh
O=C(CN1CCN(c2ccccc2)CC1)Nc1ccc(Oc2ccccc2)cc1 is entered as 101	-1	95	3	93	96	100	15	.	96	-0.8
NC(=O)C1CNc2ccccc2O1 (stereo not given) is entered as 105	-3	101	-3	99	105	101	11	3	104	-1.5

(cont.)
Below each compound – Rac1 wt modul	Mcl1 Noxa PPI	Rab2A wt mod	ABCG2 inh	Rac1 act GTP bind	HRas wt GTP bind	Rab7 wt modul	Avidin bead fluor	Pf gamet viab	Cdc42 wt	ABCB1 inh
CCOC(=O)C1CCN(C(=O)Nc2ccc(Cl)cc2Cl)CC1
 : 104	10	98	16	97	99	100	5	-3	99	-0.3
CCOc1ccc2nc(NCCNC(=O)C(C)(C)C)c(C)cc2c1
 : 96	-3	93	1	94	94	97	12	0	94	0.3
NS(=O)(=O)c1ccc(NC(=O)c2ccc(S(=O)(=O)N3CCc4ccccc43)cc2)cc1
 : 92	16	94	-1	94	93	101	24	-8	93	-0.7
COc1ccc(N2C(=O)C3CCCN3C2c2cccc(OC)c2)cc1 (stereo not given)
 : 106	-1	104	2	103	101	100	8	.	104	0.3
COc1ccc(C2C(C(=O)c3cccs3)=C(O)C(=O)N2Cc2cccnc2)cc1OC (stereo not given)
 : 101	13	101	15	102	105	95	9	16	103	2.4
O=C(CSC1=NCCS1)N1CCOCC1
 : 110	16	105	8	103	106	104	8	.	111	1.3
O=C(CSc1nnc2scc(-c3ccc(F)cc3)n12)NCc1ccco1
 : 104	21	100	3	100	104	104	11	.	105	-1.3
CC(=O)Nc1cccc(-c2nc3ccccc3c(=O)o2)c1
 : 100	7	99	44	98	99	99	9	.	95	1.8
CN(CC#CC1(O)c2ccccc2-c2ccccc21)Cc1ccccc1
 : 103	10	102	0	99	102	98	12	.	99	0.1
Cc1cc(NC(=S)N(Cc2ccc(Br)cc2)Cc2ccc(C(=O)O)cc2)ccc1Cl
 : 106	9	100	0	95	98	106	11	0	96	-0.1
O=c1[nH]cc([N+](=O)[O-])cc1Br
 : 97	5	95	8	95	97	97	14	.	95	0.6
CCC(C)(C)n1nnnc1C(c1cc2cc(C)cc(C)c2[nH]c1=O)N1CCN(Cc2ccc3c(c2)OCO3)CC1 (stereo not given)
 : 102	-17	101	1	98	99	103	9	-6	101	1.0
COc1ccc(CNC(=O)c2c(C)cc(=O)oc2C)cc1OC
 : 102	27	100	4	100	98	98	5	.	100	1.0
CC1(C)CC(=O)C(C(=O)/C=C/NCCc2ccccc2)C(=O)C1
 : 104	20	100	1	98	100	100	9	-6	101	0.1
S=C(Nc1ccc(Br)cc1)N1CCCC1
 : 107	9	103	2	104	105	104	12	8	103	0.1
Cc1cc(C(=O)Nc2cccc3cccnc23)ccc1[N+](=O)[O-]
 : 93	-4	95	0	95	93	100	5	5	95	0.8
COc1ccc(OC)c(NC(=O)Cc2nn(C)c(=O)c3ccccc23)c1
 : 108	-13	97	40	97	100	99	30	12	105	0.5
CCOC(=O)c1[nH]c(C)c(C(=O)NCc2ccc(C)cc2)c1C
 : 105	0	99	1	102	100	95	7	.	101	0.2
COC(=O)c1ccc(Oc2nc(C)cc(Oc3ccccc3)n2)cc1
 : 101	8	95	1	96	97	99	24	.	99	0.2
CCOC(=O)c1cnc2c(C(=O)OC)cccc2c1NCCN1CCOCC1
 : 105	15	104	33	100	100	102	25	.	105	-1.5
CN(CC1CCCO1)S(=O)(=O)c1ccc(C(=O)Nc2ccc3c(c2)OCO3)cc1 (stereo not given)
 : 98	0	99	11	95	99	103	11	-14	101	0.7
CCn1c(=S)[nH]c2cc(S(=O)(=O)N3CCCCC3)ccc21
 : 105	15	101	10	99	102	104	11	-12	103	1.1
CCOC(=O)/C(=C\c1ccc(C)cc1)NC(=O)c1ccccc1
 : 103	0	100	0	99	102	104	12	3	99	0.3
CCCn1cc(CN2CCN(Cc3ccc(C)o3)C(CCO)C2)c(C)n1 (stereo not given)
 : 98	-8	97	1	95	98	95	9	-4	100	0.7
CCOC(=O)c1cnc2c(c(C)nn2CC)c1NC1CC1
 : 97	9	94	26	93	96	95	9	-41	93	1.6
Cc1ccc(Nc2nnc(C(C)(C)C)c(=O)n2N)cc1
 : 100	7	96	27	98	96	98	10	-13	101	0.3
O=C(O)CCCN1C(=O)c2ccc(Oc3cccc([N+](=O)[O-])c3)cc2C1=O
 : 101	2	103	1	93	102	110	9	1	97	0.0
CNc1nc(SCc2ccc(C)cc2)nc2c1CCCC2
 : 100	16	99	43	98	98	104	8	.	98	1.9
